# Bioassay records (PubChem)
# Gli-Sufu antag: antagonists of Gli-Sufu signaling; inhibition, % at 5 µM; AID 588413; Sufu-KO-LIGHT fibroblasts, Gli luciferase reporter luminescence; 0.74% of 340,000 active;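 active means inhibition above about 55%, limit read from the data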;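 further: 0% = DMSO-treated cells and 100% = wells with medium but no cells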
# CCR6 antagonist: blocks CCL20-driven beta-arrestin recruitment at human CCR6. P51684. CHO-K1 CCR6 PathHunter beta-arrestin, luminescence, CCL20-stimulated. inhibition, % at 20 µM. 0.49% of 340,000 active. AID 493098;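 active means compounds whose inhibition of the agonist-driven luminescence signal at 20 µM reaches about 50%, limit read from the data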;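 further: cells stimulated with CCL20 at 14 nM final; plate controls were DMSO with CCL20 for no effect and DMSO without agonist for full effect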
# Target sequence (P51684 whole entry, looked up): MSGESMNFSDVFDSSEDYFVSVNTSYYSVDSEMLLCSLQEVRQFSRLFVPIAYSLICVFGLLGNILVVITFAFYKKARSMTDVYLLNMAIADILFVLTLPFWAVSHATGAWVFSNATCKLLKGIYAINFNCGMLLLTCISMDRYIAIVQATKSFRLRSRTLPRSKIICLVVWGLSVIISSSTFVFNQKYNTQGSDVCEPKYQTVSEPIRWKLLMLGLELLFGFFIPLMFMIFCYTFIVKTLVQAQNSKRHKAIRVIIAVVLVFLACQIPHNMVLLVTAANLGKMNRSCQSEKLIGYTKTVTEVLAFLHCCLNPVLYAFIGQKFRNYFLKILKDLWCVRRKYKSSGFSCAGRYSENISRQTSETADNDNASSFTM
# ATG4B inh: ATG4B (human) cysteine protease inhibition; Q9Y4P1; ATG4B cleavage of LC3-PLA2, NBD-HPC fluorescence, 1 h; inhibition, % at 8.33 µM; 0.51% of 340,000 active; in the data active means inhibition above about 40%
# EBI2 antag: EBI2 (human) antagonism. P32249. EBI2 beta-arrestin recruitment, luminescence, 7a,25-OHC stimulated. inhibition, % at 5 µM. 0.81% of 360,000 active; in the data active means inhibition above about 38%;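 further: enzyme fragment complementation signal reports receptor beta-arrestin coupling in cells; 0% = agonist plus DMSO wells and 100% = wells without agonist; some results beyond the cut were filed as inactive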
# Target sequence (P32249 whole entry, looked up, the tested form may be a part): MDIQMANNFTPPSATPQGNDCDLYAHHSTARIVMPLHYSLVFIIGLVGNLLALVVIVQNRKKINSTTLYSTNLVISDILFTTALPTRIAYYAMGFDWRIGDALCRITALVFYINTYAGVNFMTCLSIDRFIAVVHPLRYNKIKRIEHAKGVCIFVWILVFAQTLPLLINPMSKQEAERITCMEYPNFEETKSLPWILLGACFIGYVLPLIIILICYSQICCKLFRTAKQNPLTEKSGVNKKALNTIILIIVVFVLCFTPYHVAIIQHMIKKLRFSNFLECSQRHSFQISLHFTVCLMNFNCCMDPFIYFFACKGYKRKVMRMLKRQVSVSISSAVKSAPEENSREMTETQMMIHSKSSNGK
# UBC13 inh: blocks human UBC13 polyubiquitin chain formation. P61088. inhibition, % at 20 µM. 0.47% of 330,000 active. TR-FRET; in the data active means inhibition above about 45%, passing the limit was not always enough
# APJ antagonist: APJ receptor antagonism; P35414; CHO-K1 APJ beta-arrestin complementation, luminescence; inhibition, % at 20 µM; 0.32% of 330,000 active; AID 2521;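 active means inhibition above about 40% at 20 µM, limit read from the data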;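 further: cells challenged with 10 nM apelin-13 agonist together with compound; plate controls were apelin-13 plus DMSO wells for no effect and DMSO wells lacking apelin-13 for full effect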
# CXCR6 block: inhibitors of human CXCR6 receptor. O00574. CHO-K1 PathHunter CXCR6 beta-arrestin, luminescence. inhibition, % at 20 µM. 0.36% of 360,000 active. AID 602244; in the data active means inhibition above about 34%, passing the limit was not always enough;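 further: antagonist mode with CXCL16 agonist at 10 nM final; 0% = 10 nM CXCL16 with DMSO and 100% = unstimulated wells without agonist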
# Target sequence (O00574 whole entry, looked up): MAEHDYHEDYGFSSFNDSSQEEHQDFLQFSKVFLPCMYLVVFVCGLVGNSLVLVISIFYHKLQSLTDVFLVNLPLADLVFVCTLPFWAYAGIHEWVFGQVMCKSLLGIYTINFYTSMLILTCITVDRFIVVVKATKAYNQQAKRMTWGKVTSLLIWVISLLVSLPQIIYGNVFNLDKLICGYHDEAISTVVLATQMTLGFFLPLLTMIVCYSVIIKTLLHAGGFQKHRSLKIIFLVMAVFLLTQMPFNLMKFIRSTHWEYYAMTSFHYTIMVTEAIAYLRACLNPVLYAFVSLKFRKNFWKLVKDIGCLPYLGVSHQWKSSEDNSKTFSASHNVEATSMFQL
# APJ ag: agonists of human APJ apelin receptor | activation, % at 20 µM | P35414 | 0.11% of 330,000 active | AID 2520 | CHO-K1 APJ PathHunter beta-arrestin, luminescence; 0% DMSO wells, 100% apelin;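 active means activation more than six SD over the plate average, tested at 20 µM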;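 further: 0% = DMSO alone and 100% = apelin-13 at 10 nM; some results filed as inactive read as strong as hits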
#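 system = engineered CHO-K1 APJ arrestin reporter cells | input = 1000 cells per well | timing = overnight seeding, 90 min compound at 25 °C, 1 h detection | measured by = enzyme-fragment complementation luminescence | read-out = beta-arrestin recruitment to APJ as agonist activity, luminescent signal | control set = negative DMSO alone, positive Apelin-13 at 10 nM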
# * = called active by the depositor; / = no result given.
SMILES,Gli-Sufu antag,CCR6 antagonist,ATG4B inh,EBI2 antag,UBC13 inh,APJ antagonist,CXCR6 block,APJ ag
COc1ccc(CC(NC(C)=O)C(=O)NC2CCN(C(=O)C3CCCCC3)CC2)cc1OC (centres undefined),21.3,-7.4,-5.8,-5.3,2.2,14.3,-3.2,-0.2
CC(C)(C)NC(=S)NCCc1ccccc1,-80.9,10.5,3.6,-5.4,3.8,12.7,-5.4,1.2
Cc1nn(-c2ccc(F)cc2)c(Cl)c1/C=N/NC(=O)c1cccc(S(=O)(=O)N2CCCC2)c1,6.0,0.0,-0.9,5.6,3.6,-1.4,9.2,1.9
C=C1CCN([C@H](C(=O)NCc2ccc(OC)cc2)C(C)C)S(=O)(=O)c2ccccc21,6.5,7.7,5.0,2.3,-5.1,-8.9,-8.0,12.2
Nc1nc(C2CCOCC2)cs1,3.5,-0.9,-9.9,-6.7,12.6,-0.4,-1.4,-1.2
COc1cccc(CNC(=O)COC(=O)C23CC4CC(CC(Cl)(C4)C2)C3)c1,1.8,12.4,4.0,8.7,22.1,-1.5,-5.1,-1.4
O=C(CSc1nc2ccc(Nc3nc(N4CCCC4)nc(N4CCCC4)n3)cc2s1)NCc1ccco1,14.3,3.9,-1.3,48.9*,-21.6,0.8,-1.5,3.3
N=c1cc(C2(O)CCCCC2)n2c(nc3ccccc32)s1,-105.5,3.5,-5.3,-8.8,-3.4,-10.4,-4.2,-1.9
N#CC1=C(SCC(=O)NC23CC4CC(CC(C4)C2)C3)NC(=O)C(C#N)C12CCCCC2 (centres undefined),31.9,-0.6,6.5,6.8,-6.1,-12.9,-7.1,0.0
COc1cc(C)ccc1OCCCOc1cc(C)ccc1Cl,9.0,18.5,-2.0,4.6,12.7,-4.8,1.5,-5.3
CCc1ccc(NC(=O)CCc2ccc(CC)o2)cc1,-17.6,18.0,0.5,0.0,-8.3,-12.2,7.2,-1.4
COc1ccc(OC)c(N/C(N)=N/c2nc(C)cc(C)n2)c1,26.4,-3.5,-2.2,-17.0,6.5,-10.6,-0.1,-1.0
COC(=O)C1CCN(C(=O)CSc2nc3ccc(OC)cc3[nH]2)CC1,-21.6,21.8,8.9,-10.6,0.3,-2.7,0.8,-1.4
CC(=O)Nc1ccc(S(=O)(=O)N(C)CC(=O)Nc2ccccc2N2CCCC2)cc1,5.9,-0.6,8.6,3.1,6.7,5.6,-1.6,-3.1
COc1cc(-c2noc(C)c2C#Cc2ccsc2)cc(OC)c1OC,/,0.7,2.4,-22.1,-3.8,-33.5,6.1,1.3
Cc1sc2ncnc(SCC(=O)N3CCCC3=O)c2c1C,-2.2,-3.5,-3.3,2.6,6.3,6.2,-11.3,2.4
O=C(OCc1ccc([N+](=O)[O-])cc1)C1CC(=O)N(Cc2ccccc2Cl)C1 (centres undefined),17.4,10.2,-3.0,2.0,0.8,18.9,-5.8,1.3
CCN(c1cccc(C(F)(F)F)c1)S(=O)(=O)c1ccc2c(c1)CCN2C(C)=O,11.7,1.6,-10.3,0.3,0.0,14.9,-1.2,-4.5
Cc1oc2cc(OC(=O)c3ccco3)ccc2c(=O)c1-c1nc2ccccc2n1C,8.1,10.5,-2.1,-10.6,0.9,0.2,9.8,-0.9
COCCCn1c(SCC(=O)OC2CCCCC2)nnc1-c1cccs1,-2.1,14.5,4.1,6.3,-0.4,6.3,2.0,-3.1
CCS(=O)(=O)N1CCN=C1SCc1ccc(F)cc1,-27.9,-0.7,-7.1,-3.0,9.9,4.0,-6.9,-4.8
O=C(COC(=O)c1c(F)cccc1F)Nc1ccc2c(c1)OCO2,-7.4,1.1,-8.7,-10.0,2.3,15.0,-3.4,-3.0
Cc1noc(C)c1COc1ccccc1C(=O)Nc1ccc(C(N)=O)cc1,-7.2,13.4,-4.2,2.6,16.6,-2.8,2.0,-3.0
COc1cccc(-c2cc(C(=O)NCCN3CCOCC3)no2)c1,-5.4,-8.7,-5.5,-3.3,-12.3,-18.0,-4.1,-3.6
COc1cccc(C(=O)OCC(=O)NC23CC4CC(CC(C4)C2)C3)c1,7.0,12.5,-8.8,-6.9,12.0,7.2,-1.5,-2.6
OC[C@H]1O[C@H](OC[C@H]2O[C@H](OC[C@H]3O[C@H](O[C@]4(CO)O[C@H](CO)[C@@H](O)[C@@H]4O)[C@H](O)[C@@H](O)[C@@H]3O)[C@H](O)[C@@H](O)[C@H]2O)[C@H](O)[C@@H](O)[C@H]1O,0.0,1.4,2.4,-2.4,1.9,5.9,-8.0,-2.9
COCCSc1ccccc1C(=O)Nc1ccc(Br)cc1,0.9,4.8,1.7,-3.7,2.8,-9.3,-1.8,-1.7
CCN1CCN(c2oc(-c3ccccc3)nc2S(=O)(=O)c2ccc(C)cc2)CC1,34.5,17.9,-1.2,-6.5,-7.6,6.3,5.8,15.9
COc1cccc(N2CC(C)Cn3c2nc2c3c(=O)[nH]c(=O)n2C)c1 (centres undefined),10.8,41.4,1.6,16.7,2.1,45.7*,44.2*,-5.6
CCOc1ncccc1C(=O)OCc1cccc([N+](=O)[O-])c1,28.1,11.4,6.3,-5.4,21.0,-2.7,-1.4,-6.7
Cc1nnc(SCC(=O)N2CCN(S(=O)(=O)c3ccc(Cl)cc3)CC2)n(N)c1=O,11.8,-1.8,-13.0,5.5,1.2,5.9,-4.3,-1.3
Cc1cccnc1CCNC(=O)c1ccc(OC2CCN(Cc3ccccn3)CC2)cc1,/,10.7,-0.1,-2.1,-4.7,-44.1,3.9,2.3
COc1cc(CN(C(=O)c2cc3ccccc3oc2=O)C2CCS(=O)(=O)C2)cc(OC)c1OC (centres undefined),-0.7,1.1,-4.8,3.6,-7.9,-2.4,2.3,0.9
O=C(NC(Cc1ccccc1)C(=O)O)/C(=C/c1ccco1)NC(=O)c1cccc(Br)c1 (centres undefined),-6.7,1.6,7.5,-7.0,-14.4,3.7,-3.5,-2.3
Cc1ccc(C(=O)OCC(=O)c2ccc(Br)cc2)cc1S(=O)(=O)N1CCOCC1,-2.1,16.2,12.6,-2.0,/,/,7.4,/
CN(CCNC(=O)C1CCN(S(=O)(=O)N2CCOCC2)CC1)CCc1ccccc1,-3.4,-4.7,7.4,3.0,7.9,1.0,1.4,-2.6
COc1ccccc1OCc1ccc(C(=O)NN)cc1,-15.8,-10.2,-5.4,-1.1,6.4,3.5,-10.6,3.7
Clc1ccccc1Cn1nnc(-c2cccs2)n1,-79.0,16.7,10.6,7.8,1.5,-15.5,6.9,-2.6
COc1cc2c(cc1OC)C(C(=O)NC(C)c1ccccc1)CC(=O)N2 (centres undefined),-5.5,-2.8,-0.5,0.3,-3.8,-7.3,3.1,-1.7
COc1ccccc1C(=O)N1CC(=O)Nc2ccc(F)cc2C1c1ccccc1 (centres undefined),1.8,5.9,-11.9,-11.4,-7.9,-21.0,1.3,0.1
O=c1c2ccccc2nc2n1C(CBr)CN2 (centres undefined),-4.5,3.8,-1.8,-2.4,17.1,12.8,1.7,-5.8
c1ccc(Cn2nnnc2C(c2ccccn2)N2CCN(c3ccccc3)CC2)cc1 (centres undefined),2.7,-13.3,-7.8,3.7,-1.9,-0.8,9.7,-4.2
CC(C)N(C(=O)COC(=O)c1cncc(Br)c1)C(C)C,4.1,-2.8,2.0,-2.1,6.5,-21.1,-6.2,-1.5
CCn1c(O)c(/C=C2\C=Nc3ccccc32)sc1=Nc1ccccc1,-24.5,2.1,42.8*,52.9*,-8.5,-1.5,6.2,1.6
O=S(=O)(c1ccc(NC2CCCc3ccccc32)nc1)N1CCOCC1 (centres undefined),3.2,13.5,6.3,-15.5,-2.7,-3.0,4.8,-2.8
O=C(O)c1ccc(S(=O)(=O)c2ccc3c(c2)C(=O)N(Cc2ccco2)C3=O)cc1,-12.6,9.7,2.4,-6.9,-3.0,-2.5,-10.0,1.1
O=C1[C@@H]2[C@H](Cc3ccc(O)cc3)N[C@]3(C(=O)Nc4ccccc43)[C@@H]2C(=O)N1c1ccc(F)cc1,/,/,/,-19.9,0.5,14.7,-1.9,-3.1
Cc1nc2ccc(NC(=O)c3ccc(Cl)nc3)cc2s1,-17.5,-3.1,6.7,-4.4,8.4,-19.4,-9.9,-2.1
CC1CCC2C(=O)N(c3ccc(NC4CCCCC4)c([N+](=O)[O-])c3)C(=O)C2C1 (centres undefined),-0.4,29.9,-1.4,8.0,-23.9,3.2,18.8,1.9
CC1=NNC(=O)C1C(c1ccccc1)C(C#N)C#N (centres undefined),2.2,14.7,5.6,-6.3,-22.1,7.2,2.5,0.7
CCOc1ccccc1CNc1ncnc2ccc(-c3c(C)noc3C)cc12,38.6,7.6,-24.4,2.3,44.0,3.5,-13.9,-3.3
CC(C)(C)C(=O)COC(=O)c1ccccc1O,0.5,-6.5,-2.2,-4.6,5.4,9.0,-4.5,-3.2
COc1ccc(CN2CCN(CCc3ccccc3)C(CCO)C2)c(Cl)c1OC (centres undefined),31.0,10.9,0.9,4.3,4.8,20.3,6.2,-2.1
CC(=O)c1ccc(Sc2ccc(C(C)=O)cc2)cc1,-14.0,1.2,0.8,1.5,45.0*,-2.3,-2.2,-1.3
CCCc1nc(-c2cc3ccccc3[nH]c2=O)no1,-18.1,-7.7,15.9,-4.4,-3.4,-9.5,-6.9,0.9
Cc1nc2nc3c(c(=O)n2[nH]1)CCC3,0.7,-3.0,-2.4,-5.0,-0.9,0.3,-0.1,-0.8
COc1cc(C=NNC(=O)c2cccnc2)ccc1OC(=O)c1ccccc1F,-1.2,12.3,-5.2,-26.8,1.6,1.2,-0.4,-3.1
COc1cccc(-n2cnc3sc4c(c3c2=O)CCC4)c1,-4.1,2.5,5.6,-10.0,-12.6,-16.9,-1.1,-2.6
COc1cccc(C(=O)Nc2cc(NC(=O)c3cccs3)ccc2C)c1,-0.5,13.5,18.5,-3.7,-4.9,-20.3,-3.6,-1.9
COc1cccc(/C=N/NC(=S)NCCc2ccccc2)c1OC,3.1,25.3,-11.4,-6.6,/,/,8.6,/

# Records above marked active in UBC13 inh.
Molecule	CCR6 antagonist	ATG4B inh	EBI2 antag	UBC13 inh	APJ antagonist	CXCR6 block
CC(=O)c1ccc(Sc2ccc(C(C)=O)cc2)cc1	1.2	0.8	1.5	45.0*	-2.3	-2.2

# Next part.
SMILES,Gli-Sufu antag,CCR6 antagonist,ATG4B inh,EBI2 antag,UBC13 inh,APJ antagonist,CXCR6 block,APJ ag
O=C(O)c1cc2c(ccc3ccccc32)o1,2.1,0.9,-7.4,-7.8,6.4,11.9,1.8,-0.7
O=C(Cn1cc(COc2cccc([N+](=O)[O-])c2)nn1)c1ccc(O)cc1,-31.6,12.2,/,-1.6,/,/,3.6,/
N#Cc1cccnc1N1CCN(C(=O)c2cccs2)CC1,9.3,-1.7,-13.6,5.8,/,/,2.8,/
Cc1ccc(C)c(S(=O)(=O)N2CCCOC2CNC(=O)C(=O)NCCc2ccco2)c1 (centres undefined),-6.7,13.7,3.3,1.6,10.0,11.4,5.7,-6.8
Cc1ccccc1C(=O)OCc1cnc(Cl)s1,-2.8,16.5,1.8,-10.6,10.4,-12.6,2.1,-4.0
CCOc1ccc(CCNC(=O)CCOc2cc(C)ccc2C)cc1OCC,46.0,18.4,4.3,-2.7,4.9,-4.4,7.6,-1.0

# Whole records from above. Order of values: Gli-Sufu antag | CCR6 antagonist | ATG4B inh | EBI2 antag | UBC13 inh | APJ antagonist | CXCR6 block | APJ ag
# `CCOc1ccc(CCNC(=O)CCOc2cc(C)ccc2C)cc1OCC` is listed with 46.0 | 18.4 | 4.3 | -2.7 | 4.9 | -4.4 | 7.6 | -1.0
# `O=C(O)c1cc2c(ccc3ccccc32)o1` is listed with 2.1 | 0.9 | -7.4 | -7.8 | 6.4 | 11.9 | 1.8 | -0.7
# `Cc1ccc(C)c(S(=O)(=O)N2CCCOC2CNC(=O)C(=O)NCCc2ccco2)c1` (centres undefined) is listed with -6.7 | 13.7 | 3.3 | 1.6 | 10.0 | 11.4 | 5.7 | -6.8
